ABCB6 inh MLPCN: blocks the human ABCB6 transporter; Q9NP58; K562-ABCB6 porphyrin accumulation, flow cytometry, 1 h; stronger effect = lower value; fluorescence ratio to DMSO, % at 10 µM; 0.19% of 360,000 active;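 active = fluorescence ratio to DMSO below 75%, the collection mean minus 3 SD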;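 note: signal is porphyrin accumulated inside mitochondria; 100% equals median channel fluorescence of DMSO control wells; lower ratio means ABCB6 inhibition with less porphyrin fluorescence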
m5-HT2A agonist: mouse HTR2A agonism via beta-arrestin recruitment. AID 624169. P35363. 0.66% of 360,000 active. activation, % at 7.6 µM. CHO-K1 mHTR2A beta-arrestin complementation, luminescence; percent of 30 µM serotonin response;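 active = activation above a run cutoff, the mean activation of all tested compounds plus 3 SD, cut at about 14% in these data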;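 note: 0% = plate median of compound wells and 100% = 30 µM serotonin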
Target sequence (P35363 whole entry, looked up): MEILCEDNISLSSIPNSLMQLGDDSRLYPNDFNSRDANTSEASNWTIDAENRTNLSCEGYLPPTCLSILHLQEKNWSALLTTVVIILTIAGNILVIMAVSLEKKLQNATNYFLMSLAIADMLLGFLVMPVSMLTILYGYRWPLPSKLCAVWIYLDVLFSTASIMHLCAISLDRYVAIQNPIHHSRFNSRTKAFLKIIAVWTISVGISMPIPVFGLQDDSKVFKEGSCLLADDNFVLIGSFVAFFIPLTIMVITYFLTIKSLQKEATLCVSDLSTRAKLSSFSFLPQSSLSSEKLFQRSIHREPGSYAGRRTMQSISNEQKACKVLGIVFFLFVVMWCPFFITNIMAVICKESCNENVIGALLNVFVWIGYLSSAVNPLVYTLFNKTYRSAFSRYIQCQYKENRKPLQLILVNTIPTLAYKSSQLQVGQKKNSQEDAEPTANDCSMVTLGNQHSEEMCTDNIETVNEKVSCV
aDG glyco act: increases alpha dystroglycan glycosylation | Pro5-aDG cells, alpha-DG glycosylation AlphaScreen (IIH6); 0% Pro5, 100% B10-LARGE cell signal | activation, % at 10 µM | 0.22% of 360,000 active | AID 624168;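 active = activation of at least 8% versus controls, or a plate z-score of at least 8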;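 note: Pro5 are CHO cells carrying HIG-tagged alpha-DG that lacks glycosylation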
Exocytosis inh: blocks lytic granule exocytosis | TALL-104 LAMP-1 surface exposure, flow cytometry; cells stimulated with thapsigargin and PMA | inhibition, % at 10 µM | 0.66% of 360,000 active | AID 651702;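 active = inhibition above about 55%, limit read from the data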
Cardio protect: myocardial damage modulation in H9c2 cells | H9c2 cardiomyocytes, H2O2 injury protection, ATPLite, 2 h | protection from H2O2 cell death, % at 20 µM | 0.63% of 360,000 active | AID 588492;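 active = compounds giving at least 50% protection of heart cells from peroxide-induced death in the single-dose screen, raw or plate-pattern-corrected value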;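 note: 0% = DMSO wells with peroxide and 100% = DMSO wells without peroxide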
CaV13 FRET inh: Primary screen for inhibitors of IQ motif and Ca2+-dependent inactivation inhibitor domain binding in CACNA1D, Förster resonance energy transfer in living cells, …; HEK cells, CFP/YFP FRET ICDI-IQ, plate reader, 10 min; percent FRET-ratio fall versus neutral wells; inhibition, % at 12.3 µM; 0.098% of 340,000 active;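 active = mean replicate inhibition of at least 30% and at least 1% of replicates passing that level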;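 note: 0% = median of the neutral control wells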
Vif inh: HIV Vif inhibition; AID 602346; inhibition, % at 7.49 µM; HEK293T cells, Vif self-association by quenched fluorescence, imaging, 24 h; 0.35% of 340,000 active; in the data active = inhibition above about 50%, passing the limit was not always enough; note: some results filed as inactive read as strong as hits
PDI inh: inhibitors of human protein disulfide isomerase. P07237. PDI insulin aggregation turbidity, A650, 90 min. inhibition, % at 10 µM. 0.052% of 350,000 active. AID 588391;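 active = mean inhibition across replicates of 30% or more, whatever share of single replicates reach that level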;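 note: absorbance from insulin aggregation driven by PDI reduction with DTT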
Target sequence (P07237 whole entry, looked up): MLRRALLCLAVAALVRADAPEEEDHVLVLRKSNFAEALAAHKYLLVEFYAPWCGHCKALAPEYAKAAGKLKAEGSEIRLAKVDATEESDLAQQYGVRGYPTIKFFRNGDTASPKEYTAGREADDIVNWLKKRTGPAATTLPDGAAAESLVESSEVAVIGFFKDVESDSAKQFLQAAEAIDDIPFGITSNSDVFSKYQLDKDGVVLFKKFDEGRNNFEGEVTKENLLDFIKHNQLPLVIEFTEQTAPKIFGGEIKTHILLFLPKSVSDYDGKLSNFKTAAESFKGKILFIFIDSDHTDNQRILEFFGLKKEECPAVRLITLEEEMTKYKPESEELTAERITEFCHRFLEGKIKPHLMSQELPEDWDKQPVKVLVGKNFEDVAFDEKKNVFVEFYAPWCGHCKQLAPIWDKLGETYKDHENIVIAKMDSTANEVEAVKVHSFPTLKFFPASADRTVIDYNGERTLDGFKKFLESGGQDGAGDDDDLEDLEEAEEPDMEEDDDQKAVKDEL
iPSC survival up: increases survival of single human iPS cells. hiPSC single-cell survival, ATPlite luminescence; 100% = ROCK inhibitor wells, 0% = DMSO. survival enhancement, % at 20 µM. 0.044% of 360,000 active. AID 602274; in the data active = survival enhancement above about 18%;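 note: cells exposed to compounds for 16 hours before the ATP read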
N-glyco inh: blocks N-linked glycosylation in D54 reporter cells; reporter increase, % at 12.5 µM; D54 ERlucT glycosylation luciferase reporter, 24 h; percent of 100 nM tunicamycin response; 0.23% of 360,000 active; AID 588692;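 active = mean luciferase reporter signal, scaled so untreated is 0 and the glycosylation-blocking control 100, at or above a set limit in every replicate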;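 note: luciferase carries N-glycosylation sites so blocking glycosylation raises the light; 0% = median of neutral control wells and 100% = median of 100 nM tunicamycin wells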
Numbers without * were called inactive. Random draw from the library, and some 3.1% of all compounds hit somewhere here.

Results for C[C@@H](OC(=O)N(C)Cc1ccccc1)[C@H]1O[C@]2(C)CCCC[C@H]1O2 ?
ABCB6 inh MLPCN: 96; m5-HT2A agonist: 7; aDG glyco act: 0.2; Exocytosis inh: -16; Cardio protect: 2; CaV13 FRET inh: -11; Vif inh: 6; PDI inh: 5; iPSC survival up: 0.2; N-glyco inh: 2

How did CCn1c(Sc2nc(C)nc3scc(-c4cccs4)c23)n[nH]c1=O do in these assays?
ABCB6 inh MLPCN: 97; m5-HT2A agonist: 0; aDG glyco act: 0.0; Exocytosis inh: -3; Cardio protect: -16; CaV13 FRET inh: -4; Vif inh: -3; PDI inh: -5; iPSC survival up: 5.1; N-glyco inh: -1

Results for CCN1c2ccccc2-c2nc3ccccc3n2C1c1ccncc1 (centres undefined) ?
ABCB6 inh MLPCN: 97; m5-HT2A agonist: -4; aDG glyco act: 0.1; Exocytosis inh: 1; Cardio protect: 4; Vif inh: -4; PDI inh: 2; iPSC survival up: 2.9; N-glyco inh: 0

How did CCn1c(SCC(=O)c2ccccc2)nc2sc3c(c2c1=O)CCN(C)C3 do in these assays?
ABCB6 inh MLPCN: 115; m5-HT2A agonist: -6; aDG glyco act: 0.0; Exocytosis inh: 0; Cardio protect: 0; CaV13 FRET inh: 9; Vif inh: 5; PDI inh: 9; iPSC survival up: -0.3; N-glyco inh: 1

What do the screens show for `COc1cc(S(=O)(=O)N(Cc2cccs2)C2CC2)ccc1-n1cnnn1`?
ABCB6 inh MLPCN: 94; m5-HT2A agonist: -2; aDG glyco act: -0.4; Exocytosis inh: -1; Cardio protect: 9; CaV13 FRET inh: -9; Vif inh: 3; PDI inh: -3; iPSC survival up: 1.7; N-glyco inh: -1

Results for COc1ccc(CC(=O)OCc2nnc(-c3ccccc3)o2)cc1 ?
ABCB6 inh MLPCN: 96; m5-HT2A agonist: 0; aDG glyco act: 0.0; Exocytosis inh: 1; Cardio protect: 9; CaV13 FRET inh: 3; Vif inh: -4; PDI inh: -1; iPSC survival up: -0.8; N-glyco inh: 0

Results for O=C(N/N=C/c1cccc2ccccc12)c1cccs1 ?
ABCB6 inh MLPCN: 105; m5-HT2A agonist: -8; aDG glyco act: 0.0; Exocytosis inh: 20; Cardio protect: 6; CaV13 FRET inh: -5; Vif inh: -3; PDI inh: -3; iPSC survival up: -0.6; N-glyco inh: 2

What do the screens show for `Cc1c2ccccc2nc2c(F)c(N(C)C)c(F)c(F)c12`?
ABCB6 inh MLPCN: 139; m5-HT2A agonist: 0; aDG glyco act: 0.7; Exocytosis inh: -2; Cardio protect: -3; CaV13 FRET inh: -6; Vif inh: -14; PDI inh: -8; iPSC survival up: -0.7; N-glyco inh: 11

Results for O=C(Nc1nnc(-c2ccc(Br)cc2)o1)C1=COCCO1 ?
ABCB6 inh MLPCN: 96; m5-HT2A agonist: -2; aDG glyco act: 0.0; Exocytosis inh: -1; Cardio protect: 0; CaV13 FRET inh: -5; Vif inh: 16; PDI inh: -3; iPSC survival up: -0.4; N-glyco inh: 3

Results for COc1ccc(C(=O)NC(C)c2nnc(SCC(=O)NC3CCCC3)n2C)cc1 (centres undefined) ?
ABCB6 inh MLPCN: 96; m5-HT2A agonist: -2; aDG glyco act: -0.1; Exocytosis inh: -6; Cardio protect: -3; CaV13 FRET inh: -6; Vif inh: 3; PDI inh: 9; iPSC survival up: 1.7; N-glyco inh: 0

How did CCCN1CN(Cc2ccco2)c2nc3ccccc3n2C1 do in these assays?
ABCB6 inh MLPCN: 108; m5-HT2A agonist: 2; aDG glyco act: 0.1; Exocytosis inh: -1; Cardio protect: -2; CaV13 FRET inh: -4; Vif inh: 0; PDI inh: 3; iPSC survival up: -2.2; N-glyco inh: 3

How did CCOc1ccccc1N1C(=O)CC(Sc2ncccc2C(=O)O)C1=O (centres undefined) do in these assays?
ABCB6 inh MLPCN: 101; m5-HT2A agonist: -3; aDG glyco act: 0.0; Exocytosis inh: -5; Cardio protect: 0; CaV13 FRET inh: -9; Vif inh: 11; PDI inh: -2; iPSC survival up: -0.5; N-glyco inh: 0

How did CCOC(=O)CC(NC(=O)c1ccc(C)cc1)c1ccc(OC)cc1 (centres undefined) do in these assays?
ABCB6 inh MLPCN: 100; m5-HT2A agonist: -4; aDG glyco act: 0.0; Exocytosis inh: -2; Cardio protect: 4; CaV13 FRET inh: 1; Vif inh: -6; PDI inh: -2; iPSC survival up: -0.3; N-glyco inh: 1

What do the screens show for `NC(=O)c1ccccc1N/C=C/C(=O)c1ccc(F)cc1`?
ABCB6 inh MLPCN: 95; m5-HT2A agonist: -8; aDG glyco act: -0.1; Exocytosis inh: -1; Cardio protect: -31; CaV13 FRET inh: -3; PDI inh: 12; iPSC survival up: -5.4; N-glyco inh: -10

What do the screens show for `COc1ccc(N2C(=O)CC(N3CCC(c4nc5ccccc5[nH]4)CC3)C2=O)cc1` (centres undefined)?
ABCB6 inh MLPCN: 98; m5-HT2A agonist: 9; aDG glyco act: 0.1; Exocytosis inh: -2; Cardio protect: -2; CaV13 FRET inh: -6; Vif inh: -2; PDI inh: 7; iPSC survival up: -2.7; N-glyco inh: 2

What do the screens show for `O=C(C1=C[C@@H](c2ccc(C(F)(F)F)cc2)C[C@@H](OCCCCO)O1)N1CCOCC1`?
ABCB6 inh MLPCN: 97; m5-HT2A agonist: 0; aDG glyco act: 0.2; Exocytosis inh: -2; Cardio protect: -1; CaV13 FRET inh: -10; Vif inh: 0; PDI inh: -8; iPSC survival up: -2.4; N-glyco inh: 4

What do the screens show for `O=c1[nH][nH]c(C(F)(F)F)c1C=NCc1cccc(Cl)c1`?
ABCB6 inh MLPCN: 91; m5-HT2A agonist: -1; aDG glyco act: -0.2; Exocytosis inh: -3; Cardio protect: 8; CaV13 FRET inh: -1; Vif inh: 11; PDI inh: 13; iPSC survival up: 1.1; N-glyco inh: 1

What do the screens show for `CC(C)(C)NC(=O)NC(=O)COC(=O)CNC(=O)c1cc(Cl)cc([N+](=O)[O-])c1`?
ABCB6 inh MLPCN: 91; m5-HT2A agonist: 5; aDG glyco act: -0.1; Exocytosis inh: -2; Cardio protect: 0; CaV13 FRET inh: -7; Vif inh: 27; PDI inh: -2; iPSC survival up: 0.5; N-glyco inh: 1

What do the screens show for `O=C(O)CN1C(=O)S/C(=C\c2cccnc2)C1=O`?
ABCB6 inh MLPCN: 99; m5-HT2A agonist: 5; aDG glyco act: -0.2; Exocytosis inh: 0; Cardio protect: -3; CaV13 FRET inh: -2; Vif inh: 9; PDI inh: 1; iPSC survival up: -0.3; N-glyco inh: 3

What do the screens show for `Cc1ccc(N2CC(C(=O)OCc3ccc([N+](=O)[O-])cc3)CC2=O)cc1` (centres undefined)?
ABCB6 inh MLPCN: 104; m5-HT2A agonist: 2; aDG glyco act: -0.4; Exocytosis inh: -5; Cardio protect: -3; CaV13 FRET inh: -5; Vif inh: 26; PDI inh: 2; iPSC survival up: -0.6; N-glyco inh: 0

What do the screens show for `COc1cc(/C=N/NC(=O)Cc2cccs2)c([N+](=O)[O-])cc1OC`?
ABCB6 inh MLPCN: 100; m5-HT2A agonist: 3; aDG glyco act: -0.3; Exocytosis inh: 2; Cardio protect: 5; CaV13 FRET inh: -15; Vif inh: -7; PDI inh: -14; iPSC survival up: 1.5; N-glyco inh: 0

Results for CCOC(=O)C1=C(CN2CCc3ccccc32)NC(=O)NC1c1cccc([N+](=O)[O-])c1 (centres undefined) ?
ABCB6 inh MLPCN: 86; m5-HT2A agonist: 3; aDG glyco act: 0.1; Exocytosis inh: -3; Cardio protect: -2; CaV13 FRET inh: -4; Vif inh: -4; PDI inh: -23; iPSC survival up: -2.0; N-glyco inh: -5

How did O=C(COc1c(Br)cc(Br)c2cccnc12)N1CCCCC1 do in these assays?
ABCB6 inh MLPCN: 96; m5-HT2A agonist: -1; aDG glyco act: 0.1; Exocytosis inh: -4; Cardio protect: -2; CaV13 FRET inh: -2; Vif inh: -1; PDI inh: -3; iPSC survival up: -0.9; N-glyco inh: -1

How did CC(O)c1cccc(NC(=O)CCCc2ccccc2)c1 (centres undefined) do in these assays?
ABCB6 inh MLPCN: 102; m5-HT2A agonist: 2; aDG glyco act: -0.2; Exocytosis inh: -3; Cardio protect: -2; CaV13 FRET inh: -4; Vif inh: 19; PDI inh: 5; iPSC survival up: -0.2; N-glyco inh: 2

How did COc1ccc(CNC(=O)C(=O)NCC2OCCN2C(=O)c2ccc(OC)cc2)cc1 (centres undefined) do in these assays?
ABCB6 inh MLPCN: 96; m5-HT2A agonist: -1; aDG glyco act: 0.1; Exocytosis inh: -15; Cardio protect: 3; CaV13 FRET inh: -5; Vif inh: 2; PDI inh: 3; iPSC survival up: 1.7; N-glyco inh: 0

How did Cn1nc(C(C)(C)C)cc1N1C(=O)CCC1(C)C(=O)Nc1ccc2ccccc2c1 (centres undefined) do in these assays?
ABCB6 inh MLPCN: 94; m5-HT2A agonist: 7; aDG glyco act: 0.1; Exocytosis inh: 0; Cardio protect: 2; CaV13 FRET inh: -10; iPSC survival up: -0.8; N-glyco inh: 5

How did O=C(NCC(c1cccnc1)N1CCN(c2ccccc2F)CC1)OCc1ccccc1 (centres undefined) do in these assays?
ABCB6 inh MLPCN: 117; m5-HT2A agonist: -5; aDG glyco act: 0.3; Exocytosis inh: 18; Cardio protect: -4; CaV13 FRET inh: -5; Vif inh: -3; PDI inh: -9; iPSC survival up: 0.1; N-glyco inh: -1

Results for O=C(c1ccc(-c2cc(O)c3ncccc3c2)cc1)N1CCNCC1 ?
ABCB6 inh MLPCN: 101; m5-HT2A agonist: -6; aDG glyco act: 0.5; Exocytosis inh: -2; Cardio protect: 27; CaV13 FRET inh: -5; Vif inh: 0; PDI inh: 6; iPSC survival up: 0.7; N-glyco inh: -5

What do the screens show for `CCCOc1ccc(/C=N/Nc2ccccn2)cc1OC`?
ABCB6 inh MLPCN: 93; m5-HT2A agonist: -2; aDG glyco act: 0.3; Exocytosis inh: 1; Cardio protect: -11; CaV13 FRET inh: -3; Vif inh: -2; PDI inh: 0; iPSC survival up: -0.6; N-glyco inh: 9

Results for COC(=O)c1cccc(NC(=O)c2nn(C)c(=O)c3ccccc23)c1 ?
ABCB6 inh MLPCN: 100; m5-HT2A agonist: -3; aDG glyco act: -0.2; Exocytosis inh: -2; Cardio protect: 30; PDI inh: 1; iPSC survival up: -1.4; N-glyco inh: 14

Results for Cc1ccc(N(CC(=O)N2CCCCCC2)S(=O)(=O)c2ccccc2)cc1 ?
ABCB6 inh MLPCN: 92; m5-HT2A agonist: -3; aDG glyco act: 0.0; Exocytosis inh: -3; Cardio protect: 6; CaV13 FRET inh: -5; Vif inh: 23; PDI inh: -2; iPSC survival up: 0.7; N-glyco inh: 1

For reference, part of the list above:
What do the screens show for `Cc1c2ccccc2nc2c(F)c(N(C)C)c(F)c(F)c12`?
ABCB6 inh MLPCN: 139; m5-HT2A agonist: 0; aDG glyco act: 0.7; Exocytosis inh: -2; Cardio protect: -3; CaV13 FRET inh: -6; Vif inh: -14; PDI inh: -8; iPSC survival up: -0.7; N-glyco inh: 11

Results for O=C(Nc1nnc(-c2ccc(Br)cc2)o1)C1=COCCO1 ?
ABCB6 inh MLPCN: 96; m5-HT2A agonist: -2; aDG glyco act: 0.0; Exocytosis inh: -1; Cardio protect: 0; CaV13 FRET inh: -5; Vif inh: 16; PDI inh: -3; iPSC survival up: -0.4; N-glyco inh: 3

Screening data as filed in PubChem.
